NSD2 inh: inhibitors of human NSD2, primary screen, biochemical, plate reader, single point. Histone-lysine N-methyltransferase NSD2 (Homo sapiens), O96028. NSD2-SET H3K36me1 DELFIA fluorescence. inhibition, % at 12.5 µM. 44,000 tested, 0.07% active; in the data active means inhibition above about 54%, passing the limit was not always enough;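 further: inhibitors reduce the monomethyl H3K36 fluorescence signal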
Target sequence (O96028 whole entry, looked up): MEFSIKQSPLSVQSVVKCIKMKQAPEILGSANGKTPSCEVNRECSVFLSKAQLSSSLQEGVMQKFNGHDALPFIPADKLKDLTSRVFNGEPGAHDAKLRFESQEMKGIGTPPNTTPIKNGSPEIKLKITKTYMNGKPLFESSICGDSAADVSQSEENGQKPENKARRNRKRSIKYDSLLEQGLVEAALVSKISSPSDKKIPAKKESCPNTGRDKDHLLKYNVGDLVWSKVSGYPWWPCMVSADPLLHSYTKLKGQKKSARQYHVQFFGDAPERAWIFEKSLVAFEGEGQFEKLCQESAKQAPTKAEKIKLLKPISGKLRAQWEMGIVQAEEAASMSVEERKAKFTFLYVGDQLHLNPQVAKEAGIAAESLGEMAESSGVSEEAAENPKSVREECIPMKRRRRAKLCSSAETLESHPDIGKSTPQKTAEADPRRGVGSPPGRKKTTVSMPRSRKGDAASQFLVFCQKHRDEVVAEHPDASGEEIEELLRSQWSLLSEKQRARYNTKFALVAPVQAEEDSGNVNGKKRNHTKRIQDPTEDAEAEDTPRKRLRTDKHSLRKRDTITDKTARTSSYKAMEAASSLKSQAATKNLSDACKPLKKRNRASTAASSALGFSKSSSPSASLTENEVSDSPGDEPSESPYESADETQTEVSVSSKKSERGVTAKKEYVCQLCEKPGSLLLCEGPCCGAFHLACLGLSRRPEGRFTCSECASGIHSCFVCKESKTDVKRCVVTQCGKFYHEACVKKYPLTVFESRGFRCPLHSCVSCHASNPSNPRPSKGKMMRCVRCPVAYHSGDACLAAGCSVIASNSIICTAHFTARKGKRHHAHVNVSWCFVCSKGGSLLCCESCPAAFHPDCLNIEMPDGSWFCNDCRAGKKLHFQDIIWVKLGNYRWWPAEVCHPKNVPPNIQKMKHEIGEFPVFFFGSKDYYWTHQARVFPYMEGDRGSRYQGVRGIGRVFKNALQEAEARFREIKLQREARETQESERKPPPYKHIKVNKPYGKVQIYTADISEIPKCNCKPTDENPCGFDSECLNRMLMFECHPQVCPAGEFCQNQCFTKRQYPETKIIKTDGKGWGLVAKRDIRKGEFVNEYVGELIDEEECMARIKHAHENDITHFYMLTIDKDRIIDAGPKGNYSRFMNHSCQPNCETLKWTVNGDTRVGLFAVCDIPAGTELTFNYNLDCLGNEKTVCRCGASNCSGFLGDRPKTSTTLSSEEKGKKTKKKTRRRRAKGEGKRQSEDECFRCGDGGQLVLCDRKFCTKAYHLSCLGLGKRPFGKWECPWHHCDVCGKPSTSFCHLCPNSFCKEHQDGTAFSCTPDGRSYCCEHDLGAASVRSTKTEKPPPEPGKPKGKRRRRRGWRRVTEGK
The depositor's hits bear a star; i = inactive. Not all compounds are listed (hit frequency here may not be typical).

SMILES	NSD2 inh
COc1ccccc1C#Cc1ccc2c(c1)O[C@H](CN(C)C(C)=O)[C@@H](C)CN([C@@H](C)CO)S2(=O)=O	11.4
C[C@@H]1CN([C@H](C)CO)C(=O)c2cc(NC(=O)Nc3ccc(F)cc3)ccc2O[C@@H]1CN(C)Cc1ccc2c(c1)OCO2	14.6
Cc1ccc(S(=O)(=O)N(C)C[C@H]2Oc3cc(C4=CCCC4)ccc3S(=O)(=O)N([C@@H](C)CO)C[C@@H]2C)cc1	-4.4
NNC(=O)CCCCCCC(=O)Nc1ccccc1O	-3.1
CC(=O)OC(c1nc2ccccc2c(=O)n1C1CC2(OC1=O)c1ccccc1N1C(=O)C(C)(C)N(O)C12)C(C)C (stereo unspecified)	-1.3
CNC[C@H]1Oc2ncc(-c3ccc(C)cc3)cc2C(=O)N([C@@H](C)CO)C[C@H]1C	4.0
COCC(=O)N(C)C[C@@H]1Oc2ncc(C#Cc3ccccc3)cc2C(=O)N([C@H](C)CO)C[C@@H]1C	-3.0
C[C@H]1CN([C@@H](C)CO)C(=O)Cc2cc(NC(=O)Nc3cccc4ccccc34)ccc2O[C@H]1CN(C)C(=O)Nc1ccc(F)cc1	-2.6
C[C@@H]1CCCCO[C@@H](CN(C)S(=O)(=O)c2ccc(F)cc2)[C@H](C)CN([C@H](C)CO)C(=O)c2cc(NS(=O)(=O)c3ccc(F)cc3)ccc2O1	-17.7
CC(C)C#Cc1ccc2c(c1)O[C@H](CN(C)Cc1ccccn1)[C@@H](C)CN([C@H](C)CO)S2(=O)=O	5.4
C[C@H]1CN([C@@H](C)CO)C(=O)Cc2cc(NC(=O)CCCN(C)C)ccc2O[C@@H]1CN(C)C(=O)NC1CCCCC1	-1.7
C[C@@H]1CCCCO[C@@H](CN(C)S(=O)(=O)c2cn(C)cn2)[C@H](C)CN([C@@H](C)CO)C(=O)c2cc(NC(=O)Cc3ccccc3)ccc2O1	3.7
C[C@H](CO)N1C[C@H](C)[C@H](CN(C)S(=O)(=O)c2ccccc2)Oc2c(NC(=O)Nc3cccc4ccccc34)cccc2C1=O	4.2
COc1ccc(NC(=O)Nc2ccc3c(c2)C(=O)N([C@H](C)CO)C[C@@H](C)[C@H](CN(C)S(C)(=O)=O)OCCCC[C@@H](C)O3)cc1	1.6
CCCNC(=O)N(C)C[C@@H]1Oc2ncc(C#CCc3ccccc3)cc2C(=O)N([C@@H](C)CO)C[C@@H]1C	-11.1
O=C(CCCCCC(=O)NN=C1CCCCCCC1)NO	-2.9
C[C@H](CO)N1C[C@H](C)[C@@H](CN(C)C(=O)c2cnccn2)Oc2ncc(C#CCN(C)C)cc2C1=O	-2.5
C[C@@H]1CCCCO[C@H](CN(C)S(C)(=O)=O)[C@@H](C)CN([C@H](C)CO)C(=O)c2cc(NC(=O)Nc3ccccc3)ccc2O1	1.2
C[C@@H]1CN([C@H](C)CO)C(=O)c2cc(-c3cncnc3)cnc2O[C@@H]1CN(C)Cc1ccccc1	0.6
COc1ccc(S(=O)(=O)N(C)C[C@@H]2Oc3c(NC(=O)c4ccc(-c5nccs5)cc4)cccc3C(=O)N([C@H](C)CO)C[C@H]2C)cc1	10.9
O=[N+]([O-])c1ccccc1S(=O)(=O)NCC1CCC(CNCC2CCc3ccccc3C2)CC1 (stereo unspecified)	25.8
COCC#Cc1ccc2c(c1)O[C@@H](CN(C)CC1CCCCC1)[C@@H](C)CN([C@@H](C)CO)S2(=O)=O	-5.0
C[C@H](CO)N1C[C@H](C)[C@H](CN(C)S(=O)(=O)c2cccc(F)c2)Oc2ncc(C#CC3CCCCC3)cc2C1=O	-5.3
CCC(NS(=O)(=O)c1c(C)[nH]c(=O)[nH]c1=O)C12CC3CC(CC(C3)C1)C2 (stereo unspecified)	-7.7
Cc1ccc(-c2cnc3c(c2)C(=O)N([C@@H](C)CO)C[C@H](C)[C@@H](CN(C)C(=O)CN(C)C)O3)cc1	-12.6
O=C(CC(O)(CC(=O)OCc1ccc(O[C@@H]2O[C@H](CO)[C@@H](O)[C@H](O)[C@H]2O)cc1)C(=O)OCc1ccc(O[C@@H]2O[C@H](CO)[C@@H](O)[C@H](O)[C@H]2O)cc1)OCc1ccc(O[C@@H]2O[C@H](CO)[C@@H](O)[C@H](O)[C@H]2O)cc1	10.1
C[C@@H]1CN([C@@H](C)CO)C(=O)c2cc(NC(=O)Nc3ccccc3)ccc2O[C@@H](C)CCCCO[C@H]1CN(C)Cc1ccc(Cl)c(Cl)c1	-3.1
C[C@@H]1CN([C@@H](C)CO)C(=O)c2cc(NC(=O)CCN3CCOCC3)ccc2O[C@H]1CN(C)S(=O)(=O)c1ccc(F)cc1	12.0
C[C@H](CO)N1C[C@H](C)[C@@H](CN(C)C(=O)CN(C)C)Oc2cc(C#Cc3ccccc3)ccc2S1(=O)=O	-4.0
C[C@@H]1CN([C@@H](C)CO)S(=O)(=O)c2ccc(C#CC3CC3)cc2O[C@H]1CN(C)Cc1ccccc1	-4.0
COc1ccc(NC(=O)N(C)C[C@H]2Oc3ccc(NC(=O)NC(C)C)cc3C(=O)N([C@H](C)CO)C[C@H]2C)cc1	11.8
Nc1c(C(=O)NCc2ccccc2)c2nc3ccccc3nc2n1CCO	20.2
COc1ccc(S(=O)(=O)N(C)C[C@H]2OCc3cnnn3CCCC(=O)N([C@H](C)CO)C[C@@H]2C)cc1	1.1
C[C@H]1CCCCO[C@H](CN(C)C(=O)c2ccncc2)[C@@H](C)CN([C@@H](C)CO)C(=O)c2cc(NS(=O)(=O)c3ccccc3)ccc2O1	-2.2
C[C@@H]1CN([C@@H](C)CO)C(=O)c2cc(NS(=O)(=O)c3ccc(Cl)cc3)ccc2O[C@H]1CN(C)CC1CCCCC1	2.1
CCCNC(=O)N(C)C[C@@H]1Oc2ncc(C#C[C@@H](C)O)cc2C(=O)N([C@H](C)CO)C[C@@H]1C	2.3
CCCN(C)C[C@H]1Oc2cc(C#Cc3cccc(OC)c3)ccc2S(=O)(=O)N([C@H](C)CO)C[C@H]1C	-7.4
COc1ccc(S(=O)(=O)N(C)C[C@H]2Oc3c(NC(=O)C4CCOCC4)cccc3C(=O)N([C@H](C)CO)C[C@H]2C)cc1	-3.8
COc1cccc(-c2cnc3c(c2)C(=O)N([C@@H](C)CO)C[C@@H](C)[C@@H](CN(C)Cc2ccccc2)O3)c1	3.0
C[C@@H]1CN([C@@H](C)CO)C(=O)c2c(c3ccccc3n2C)-c2ccccc2CO[C@@H]1CN(C)S(C)(=O)=O	-10.1
C[C@@H]1CN([C@H](C)CO)C(=O)Cc2cc(NC(=O)Cc3cn(C)c4ccccc34)ccc2O[C@H]1CN(C)C(=O)NC1CCCCC1	1.2
C[C@@H]1CN([C@H](C)CO)C(=O)c2cc(-c3ccccc3F)cnc2O[C@@H]1CN(C)C(=O)C1CCCCC1	1.3
C[C@@H]1CN([C@H](C)CO)C(=O)c2cc(C3=CCCC3)cnc2O[C@@H]1CN(C)C(=O)Nc1cccc(F)c1	-2.7
C[C@@H]1CN([C@@H](C)CO)C(=O)Cc2cc(NC(=O)CCCCCC(=O)Nc3ccccc3N)ccc2O[C@H]1CN(C)CC1CC1	2.4
Cc1noc(C)c1NC(=O)Nc1cccc2c1O[C@H](CN(C)S(C)(=O)=O)[C@@H](C)CN([C@@H](C)CO)C2=O	-1.1
C[C@H]1CN([C@@H](C)CO)C(=O)c2c(c3ccccc3n2C)-c2ccccc2CO[C@H]1CN(C)C(=O)NC1CCCCC1	1.0
C[C@@H](NC(=O)C[C@H]1CC[C@H](NC(=O)CN2CCOCC2)[C@H](CO)O1)c1ccccc1	5.7
C[C@H](CO)N1C[C@H](C)[C@H](CN(C)C(=O)c2ccccc2)Oc2cc(C#CC3CC3)ccc2S1(=O)=O	0.7
O=C(Nc1ccc2c(c1)[C@@H]1C[C@H](CC(=O)N3CCOCC3)O[C@H](CO)[C@@H]1O2)c1cccnc1	-0.3
C[C@@H]1CN([C@H](C)CO)C(=O)c2cc(NC(=O)Cn3cnnn3)ccc2O[C@@H]1CN(C)S(=O)(=O)c1ccc(Cl)cc1	-2.5
C[C@H](CO)N1C[C@H](C)[C@H](CN(C)C)Oc2ccc(NS(C)(=O)=O)cc2CC1=O	3.0
C[C@@H]1CCCCO[C@@H](CN(C)C(=O)NC2CCCCC2)[C@H](C)CN([C@H](C)CO)C(=O)c2cc(NC(=O)NC3CCCCC3)ccc2O1	-6.1
Cc1ccc(S(=O)(=O)N(C)C[C@H]2Oc3ccc(NS(=O)(=O)c4cccs4)cc3C(=O)N([C@H](C)CO)C[C@H]2C)cc1	2.5
COC(=O)CNc1c(F)c(F)nc(F)c1F	-2.1
C[C@@H]1CN([C@@H](C)CO)C(=O)c2cc(-c3cncnc3)cnc2O[C@@H]1CN(C)C(=O)Cc1ccccc1	0.7
O=C(NCc1ccc(F)cc1)[C@@H]1C[C@@H]2C(=O)N3CCC[C@H]3C(=O)N2[C@@H]1c1cccc(OCCO)c1	-0.6
COc1ccc(S(=O)(=O)N(C)C[C@H]2Oc3ccc(NS(C)(=O)=O)cc3C(=O)N([C@@H](C)CO)C[C@@H]2C)cc1	0.0
O=C(CCCCCC(=O)N/N=C/c1ccc(OCCO)cc1)NO	1.0
O=C(C[C@H]1C[C@@H]2c3cc(NC(=O)Nc4ccccc4F)ccc3O[C@@H]2[C@@H](CO)O1)NCC1CC1	-3.1
C[C@H](CO)N1C[C@H](C)[C@H](CN(C)Cc2ccc(F)cc2)Oc2ncc(-c3cccc(C#N)c3)cc2C1=O	-1.1
Remaining list, next part
SMILES	NSD2 inh
CC(C)NC(=O)Nc1ccc2c(c1)C(=O)N([C@@H](C)CO)C[C@@H](C)[C@H](CN(C)C(=O)Nc1ccc(C(F)(F)F)cc1)O2	-1.3
CNC[C@@H]1Oc2ncc(C#CC3CCCCC3)cc2C(=O)N([C@@H](C)CO)C[C@@H]1C	0.4
Cc1ccc(S(=O)(=O)N(C)C[C@@H]2Oc3ccc(NC(=O)Nc4c(C)noc4C)cc3C(=O)N([C@@H](C)CO)C[C@H]2C)cc1	-1.6
C[C@H](CO)N1C[C@H](C)[C@H](CN(C)C(=O)Cc2ccccc2)OCc2ccccc2-c2c(n(C)c3ccccc23)C1=O	-0.7
C[C@H](CO)N1C[C@H](C)[C@H](CN(C)Cc2ccc(-c3ccccc3)cc2)Oc2ccc(NC(=O)c3ccncc3)cc2C1=O	-1.7
C[C@H](O)C#Cc1ccc2c(c1)O[C@H](CN(C)C(=O)C1CCCCC1)[C@H](C)CN([C@H](C)CO)S2(=O)=O	-2.3
C[C@H]1CN([C@@H](C)CO)C(=O)c2cc(NS(C)(=O)=O)ccc2O[C@@H]1CN(C)Cc1ccc2c(c1)OCO2	4.6
O=C(Nc1cccc2ccccc12)OCCn1ncc2ccccc2c1=O	2.2
C[C@@H]1CN([C@@H](C)CO)C(=O)Cc2cc(NC(=O)NC3CCCCC3)ccc2O[C@@H]1CN(C)Cc1ccccc1	-3.3
C[C@@H]1CCCCO[C@@H](CN(C)C(=O)Nc2ccc(F)cc2)[C@@H](C)CN([C@H](C)CO)C(=O)c2cc(NC(=O)Nc3ccc4c(c3)OCO4)ccc2O1	i
C[C@@H]1CN([C@H](C)CO)C(=O)Cc2cc(NC(=O)Nc3ccc(C(F)(F)F)cc3)ccc2O[C@H]1CN(C)C(=O)Nc1cccc2ccccc12	-5.8
O=C(O)CCCCCC(=O)N/N=C/c1cccc(Br)c1	3.3
C[C@H]1CN([C@@H](C)CO)C(=O)c2cc(C#Cc3ccccn3)cnc2O[C@H]1CN(C)C(=O)CCN1CCCCC1	4.3
C[C@H]1CN([C@@H](C)CO)C(=O)c2cccc(NC(=O)Nc3ccc(F)cc3)c2O[C@@H]1CN(C)Cc1ccc(C(=O)Nc2ccccc2N)cc1	3.2
COC(=O)C(CCCN=C(N)N)NC(=O)CCCc1c(-c2ccccc2)[nH]c2c(F)cc(F)cc12 (stereo unspecified)	7.7
C[C@@H]1CN([C@H](C)CO)C(=O)c2cc(/C=C/c3ccccc3)cnc2O[C@@H]1CN(C)C(=O)Nc1ccccc1F	-1.8
COc1ccc(CN(C)C[C@@H]2OCCCC[C@H](C)Oc3ccc(NC(=O)Nc4ccc5c(c4)OCO5)cc3C(=O)N([C@@H](C)CO)C[C@H]2C)cc1	16.3
CC(C)CC#Cc1ccc2c(c1)O[C@H](CN(C)C(=O)c1ccccc1)[C@@H](C)CN([C@@H](C)CO)S2(=O)=O	-2.8
CC(C)NC(=O)Nc1ccc2c(c1)CC(=O)N([C@H](C)CO)C[C@@H](C)[C@H](CN(C)Cc1ccc(C(=O)Nc3ccccc3N)cc1)O2	-0.6

11 neighbouring entries out of the list so far, quoted:
SMILES	NSD2 inh
O=C(Nc1cccc2ccccc12)OCCn1ncc2ccccc2c1=O	2.2
C[C@@H]1CN([C@@H](C)CO)C(=O)Cc2cc(NC(=O)NC3CCCCC3)ccc2O[C@@H]1CN(C)Cc1ccccc1	-3.3
C[C@@H]1CCCCO[C@@H](CN(C)C(=O)Nc2ccc(F)cc2)[C@@H](C)CN([C@H](C)CO)C(=O)c2cc(NC(=O)Nc3ccc4c(c3)OCO4)ccc2O1	i
C[C@@H]1CN([C@H](C)CO)C(=O)Cc2cc(NC(=O)Nc3ccc(C(F)(F)F)cc3)ccc2O[C@H]1CN(C)C(=O)Nc1cccc2ccccc12	-5.8
O=C(O)CCCCCC(=O)N/N=C/c1cccc(Br)c1	3.3
C[C@H]1CN([C@@H](C)CO)C(=O)c2cc(C#Cc3ccccn3)cnc2O[C@H]1CN(C)C(=O)CCN1CCCCC1	4.3
C[C@H]1CN([C@@H](C)CO)C(=O)c2cccc(NC(=O)Nc3ccc(F)cc3)c2O[C@@H]1CN(C)Cc1ccc(C(=O)Nc2ccccc2N)cc1	3.2
COC(=O)C(CCCN=C(N)N)NC(=O)CCCc1c(-c2ccccc2)[nH]c2c(F)cc(F)cc12 (stereo unspecified)	7.7
C[C@@H]1CN([C@H](C)CO)C(=O)c2cc(/C=C/c3ccccc3)cnc2O[C@@H]1CN(C)C(=O)Nc1ccccc1F	-1.8
COc1ccc(CN(C)C[C@@H]2OCCCC[C@H](C)Oc3ccc(NC(=O)Nc4ccc5c(c4)OCO5)cc3C(=O)N([C@@H](C)CO)C[C@H]2C)cc1	16.3
CC(C)CC#Cc1ccc2c(c1)O[C@H](CN(C)C(=O)c1ccccc1)[C@@H](C)CN([C@@H](C)CO)S2(=O)=O	-2.8
